AI-2 QS modul = modulators of Vibrio harveyi AI-2 quorum sensing system. AID 2094. Vibrio harveyi JMH597 AI-2 luminescence/OD600 ratio, 9 h; active compounds read low; strain lacks LuxN and CqsS sensors; 0 = neutral-control median. 300,000 tested, 0.4% active. activity change, % at 7.5 µM; in the data active means activity change below about -75%, passing the limit was not always enough;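 further: luminescence divided by OD600 gain over 9 h not by final OD600 alone; inactives centre near 13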
aSyn UTR inh = MLPCN primary screen, SNCA 5' untranslated region | alpha-synuclein 5'UTR reporter, inhibitor activity | inhibition, % (tested at 7.5 µM) | AID 1813 | 300,000 tested, 0.82% active; in the data active means inhibition above about 60%;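 further: H4 neuroglioblastoma cells stably carrying SNCA 5'UTR luciferase fusion; 0% = DMSO wells and 100% = positive control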
HSF-1 act = increases HSF-1 driven luciferase reporter signal. activation, % at 9 µM. 300,000 tested, 1.7% active. NIH3T3-HGL HSF-1 luciferase reporter, MG132, 8 h; 100% = twice DMSO control signal;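 active means mean replicate activation of at least 50% with a set share of replicates each reaching 50%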;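 further: 0% = median of the neutral control wells and 100% = twice that signal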
GSK3A inh = blocks human GSK-3 alpha kinase; ADP-Glo luminescence, 60 min; 320,000 tested, 0.1% active; inhibition, % at 10 µM; P49840; AID 2650;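 in the data active means inhibition above about 50%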;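 further: GST-tagged GSK-3 alpha with peptide substrate and 25 µM ATP; 0% = DMSO neutral wells and 100% = GW8510 positive control wells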
Target sequence (P49840 whole entry, looked up): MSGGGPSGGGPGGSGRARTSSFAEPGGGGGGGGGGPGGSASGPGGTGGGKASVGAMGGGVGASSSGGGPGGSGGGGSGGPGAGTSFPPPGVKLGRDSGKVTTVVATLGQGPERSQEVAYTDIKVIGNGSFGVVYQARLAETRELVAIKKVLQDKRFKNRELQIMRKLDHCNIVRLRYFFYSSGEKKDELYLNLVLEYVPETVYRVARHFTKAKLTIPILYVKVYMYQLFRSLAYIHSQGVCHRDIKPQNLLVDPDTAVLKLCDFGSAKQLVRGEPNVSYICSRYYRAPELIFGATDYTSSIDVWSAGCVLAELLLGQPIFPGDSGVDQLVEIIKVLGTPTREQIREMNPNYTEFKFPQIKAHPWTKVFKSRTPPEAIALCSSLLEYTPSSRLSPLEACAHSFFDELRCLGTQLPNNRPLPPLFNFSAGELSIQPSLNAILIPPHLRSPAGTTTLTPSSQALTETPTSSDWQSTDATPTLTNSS
IEC-6 tox = kills IEC-6 intestinal cells in KLF5 counter-screen | AID 1825 | inhibition, % at 5 µM | 290,000 tested, 0.78% active | IEC-6 cytotoxicity, luminescence viability; in the data active means inhibition above about 22%;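 further: 0% = plate median of test compound wells and 100% = cytotoxic reference compound wells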
HSF1 inhib = HSF1 inhibition | activity change, negative = inhibition, % at 7.5 µM (by protocol) | NIH3T3-HGL HSE-luciferase, MG132-induced, luminescence 8 h; active compounds read low | 300,000 tested, 0.77% active | AID 2098;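 active means more than half of replicate wells show activity change below -50%, luminescence cut by over half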;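 further: luciferase reports HSF-1 transcriptional activity via heat shock element; 0% = median of DMSO wells and -100% = zero luminescence signal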
KLF5 inh = kruppel-like factor 5 inhibition; AID 1700; 290,000 tested, 0.23% active; inhibition, % at 5 µM; DLD-1 KLF5 promoter-luciferase reporter, luminescence;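 active means inhibition above a per-plate limit of that plate's mean compound inhibition plus 3 SD, cut at about 60% in these data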;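 further: 0% = DMSO wells and 100% = LY294002 at 200 µM; higher means less KLF5 promoter-driven luciferase light; inactives centre near -14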
HSP90 inh = HSP90 refolding inhibition in rabbit reticulocyte lysate | luciferase refolding luminescence, 3 h | inhibition, % at 5.6 µM | 290,000 tested, 0.91% active | AID 1789;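 active means inhibition above the screen-wide mean plus 3 SD, computed separately per campaign, cut at about 16% in these data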;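 further: 0% = DMSO wells and 100% = 60 µM geldanamycin wells; inhibitors lower the luminescence because luciferase stays unfolded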
GSK3beta inhib = inhibitors of human GSK3beta kinase; GST-GSK3beta kinase, ADP-Glo luminescence, 60 min; active compounds read low; activity score (negative = inhibition), % at 10 µM; 300,000 tested, 0.038% active; AID 2097;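 active means more than half of replicate wells score below -50%, meaning over 50% inhibition versus plate controls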;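 further: 0% = median DMSO wells and -100% = median GW8510 positive control wells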
Target sequence (P49841 whole entry, looked up): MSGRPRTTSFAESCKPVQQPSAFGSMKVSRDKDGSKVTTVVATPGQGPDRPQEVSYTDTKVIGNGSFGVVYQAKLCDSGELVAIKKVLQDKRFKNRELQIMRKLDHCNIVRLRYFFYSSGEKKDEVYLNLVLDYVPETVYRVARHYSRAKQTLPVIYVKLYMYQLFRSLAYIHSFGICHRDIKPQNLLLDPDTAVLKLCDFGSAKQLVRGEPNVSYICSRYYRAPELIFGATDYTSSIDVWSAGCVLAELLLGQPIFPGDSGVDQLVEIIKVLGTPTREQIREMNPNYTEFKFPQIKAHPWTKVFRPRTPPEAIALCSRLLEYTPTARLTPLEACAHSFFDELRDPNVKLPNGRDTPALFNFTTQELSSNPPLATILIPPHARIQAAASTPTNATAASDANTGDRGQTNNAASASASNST
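Test system: GST-tagged human GSK3beta kinase, cell-free; evaluation: activity score scaled between in-plate DMSO and GW8510 controls; measured by: ADP-Glo luminescence; incubation: 60 min reaction, RT; benchmarks: DMSO and 20 µM GW8510; reagent: peptide substrate plus 25 µM ATP (final); medium: Tris/MgCl2 kinase buffer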
PolyA inhibitor = inhibitors of polyadenylation in S. cerevisiae. S. cerevisiae SKY197-pL101 polyadenylation reporter, beta-gal luminescence; efflux-impaired pdr1/pdr3 knockout yeast; score 100 = 6 SD above DMSO. calls only at 12 µM. 300,000 tested, 0.02% active. AID 1875;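 active means lowest replicate activity score at least 50, where 100 means six control SD above control mean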;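 further: yeast exposed to compound for 9 h at 30 °C; higher score means more reporter readthrough which indicates perturbed polyadenylation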
An asterisk follows results filed as active; i = inactive; . = not tested or not shown. These rows are one share of the data. The share of hits here may be higher or lower than overall.

cpd | Molecule | AI-2 QS modul | KLF5 inh | HSF-1 act | PolyA inhibitor | HSP90 inh
1 | CC(C)CC(=O)O/N=C1\C(=O)N(Cc2ccc(Cl)cc2)c2ccc([N+](=O)[O-])cc21 | 40 | 9 | 14 | i | 2
2 | Cc1ccc(C2=NN(CCC(=O)NCCC(C)C)C(=O)CC2)cc1 | 15 | -10 | 1 | i | 5
3 | Cc1nc(NC(=O)c2c(-c3ccccc3Cl)noc2C)sc1C | 25 | -3 | 2 | i | 2
4 | O=C(Nc1cccc(S(=O)(=O)N2CCOCC2)c1)c1cc2ccccc2o1 | 23 | -17 | 8 | i | -4
5 | O=C(c1ccc(S(=O)(=O)N2CCCCCC2)cc1)N(c1ccccn1)C1CCCCC1 | -17 | 0 | 9 | i | -1
6 | COc1ccc(-c2noc3c2-c2nc(-c4ccccc4Cl)sc2CC3)cc1 | 21 | . | 8 | i | .
7 | C/C(=N\NC(=O)C(O)c1ccccc1)c1cccnc1 (stereo unspecified) | 17 | -3 | 45 | i | -2
8 | NC(=O)CCC(=O)N1CCCC(C(=O)c2ccc3c4c(cccc24)CC3)C1 (stereo unspecified) | 37 | -22 | 3 | i | -1
9 | N#Cc1ccccc1CSc1nnc(Cc2ccccc2)o1 | -4 | -40 | 1 | i | -2
10 | CC1CCCCC1NC(=O)CCNS(=O)(=O)c1ccc2c(c1)CCC(=O)N2 (stereo unspecified) | 4 | -3 | 16 | i | -2

cpd | aSyn UTR inh | IEC-6 tox | GSK3A inh | HSF1 inhib | GSK3beta inhib
1 | 36 | 8 | -1 | 11 | -4
2 | 8 | 6 | 1 | -1 | 2
3 | -15 | 2 | -2 | -5 | -1
4 | -35 | 0 | -3 | -5 | -2
5 | 11 | -8 | 2 | -7 | 0
6 | 6 | . | -1 | 3 | 1
7 | 3 | -5 | -1 | 8 | 1
8 | 1 | 2 | -1 | -1 | 1
9 | -29 | -4 | -1 | 8 | -3
10 | 4 | -1 | -2 | 3 | 2

Brought forward from above: six entries, followed by the next part.
cpd | Molecule | AI-2 QS modul | KLF5 inh | HSF-1 act | PolyA inhibitor | HSP90 inh
5 | O=C(c1ccc(S(=O)(=O)N2CCCCCC2)cc1)N(c1ccccn1)C1CCCCC1 | -17 | 0 | 9 | i | -1
6 | COc1ccc(-c2noc3c2-c2nc(-c4ccccc4Cl)sc2CC3)cc1 | 21 | . | 8 | i | .
7 | C/C(=N\NC(=O)C(O)c1ccccc1)c1cccnc1 (stereo unspecified) | 17 | -3 | 45 | i | -2
8 | NC(=O)CCC(=O)N1CCCC(C(=O)c2ccc3c4c(cccc24)CC3)C1 (stereo unspecified) | 37 | -22 | 3 | i | -1
9 | N#Cc1ccccc1CSc1nnc(Cc2ccccc2)o1 | -4 | -40 | 1 | i | -2
10 | CC1CCCCC1NC(=O)CCNS(=O)(=O)c1ccc2c(c1)CCC(=O)N2 (stereo unspecified) | 4 | -3 | 16 | i | -2
11 | Cc1cc(N2C(=O)C3C4C=CC(C4)C3C2=O)ccc1Br (stereo unspecified) | 25 | -12 | -3 | i | -1
12 | O=C(Nc1cccnc1)C1COc2ccccc2O1 (stereo unspecified) | 17 | 22 | 8 | i | 1
13 | CC(C)C[C@H](NC(=O)NCCc1ccc(Cl)cc1)C(=O)O | 12 | -14 | -1 | i | 4
14 | O=C(Oc1ccc(-c2ccccc2)cc1)N1CCCCC1 | 23 | -47 | 42 | i | -4
15 | CC1(C)CC2(CC(c3ccccc3)Oc3cc(O)ccc32)NC(=S)N1 (stereo unspecified) | 24 | -2 | 8 | i | -7
16 | CCn1c(C)[n+](Cc2ccccc2)c2ccc(C(=O)OC)cc21 | 11 | -12 | -8 | i | 5
17 | CCCCN(C)S(=O)(=O)c1ccc(C(=O)Nc2nnc(-c3ccco3)o2)cc1 | 74 | 7 | -18 | i | 0
18 | CN1CCN(CC(=O)N(C)c2nc(-c3ccccc3)cs2)CC1 | -11 | -142 | 4 | i | 8
19 | COc1ccc(CC(=O)Nc2ccc(-c3cn4ccccc4n3)cc2)cc1 | -10 | -85 | 184* | i | 1
20 | Cc1ccccc1C(=O)NC(NC(=S)Nc1ccc(S(N)(=O)=O)cc1)C(Cl)(Cl)Cl (stereo unspecified) | 11 | 6 | -6 | i | -1

cpd | aSyn UTR inh | IEC-6 tox | GSK3A inh | HSF1 inhib | GSK3beta inhib
5 | 11 | -8 | 2 | -7 | 0
6 | 6 | . | -1 | 3 | 1
7 | 3 | -5 | -1 | 8 | 1
8 | 1 | 2 | -1 | -1 | 1
9 | -29 | -4 | -1 | 8 | -3
10 | 4 | -1 | -2 | 3 | 2
11 | 11 | 1 | -3 | 1 | 0
12 | -36 | 3 | -1 | -3 | 2
13 | 10 | -10 | . | -10 | -2
14 | -169 | 5 | 0 | 26 | 3
15 | 14 | 1 | -1 | -4 | -6
16 | 2 | -7 | -6 | -13 | 3
17 | 52 | 2 | -3 | -7 | -1
18 | -150 | 6 | 0 | 10 | 0
19 | -124 | 5 | 0 | 126 | 1
20 | -1 | -1 | 0 | -6 | -2

Next compounds:
cpd | Molecule | AI-2 QS modul | KLF5 inh | HSF-1 act | PolyA inhibitor | HSP90 inh
21 | CC(=O)Nc1cccc(C(=O)/C=C/c2ccc[nH]2)c1 | 12 | -1 | 19 | i | 7
22 | COc1cc2c(cc1[N+](=O)[O-])n(C(C)C)c(=O)n2C(C)C | 26 | 7 | -8 | i | 7
23 | CC(C)CC(NS(=O)(=O)c1ccccc1)C(=O)O (stereo unspecified) | 11 | -40 | 2 | i | 5
24 | CC1(C)C2CCC1(CS(=O)(=O)NC1CCCC1)C(=O)C2 (stereo unspecified) | 8 | 17 | -25 | i | -3
25 | CC(=O)c1cccc(NC(=O)c2ccc(C)o2)c1 | 26 | -65 | -4 | i | -3
26 | C/C(=N\NC(=O)c1c[nH]c2ccccc12)c1ccc(C)s1 | 19 | -68 | -3 | i | -1
27 | CN(C)S(=O)(=O)c1ccc(N2CCCC2)c(C(=O)Nc2ccc(Br)cc2F)c1 | 17 | . | 14 | i | .
28 | C=C(C)C(=O)Nc1cccc(C2=NOC3(C2)C[C@H](C(N)=O)N(C(=O)/C=C/C)C3)c1 (stereo partly specified) | 20 | . | -40 | i | .
29 | Cc1ccc(NC(=O)c2sc(Cl)nc2-c2ccccc2)cc1 | 23 | -17 | 22 | i | -2
30 | Cc1cc(S(=O)(=O)Nc2ccc(C(=O)NCCCn3ccnc3)cc2)ccc1F | 7 | . | -5 | i | .

cpd | aSyn UTR inh | IEC-6 tox | GSK3A inh | HSF1 inhib | GSK3beta inhib
21 | -90 | -2 | 0 | 1 | -6
22 | 15 | 7 | 0 | -2 | -5
23 | 18 | 2 | -3 | -3 | -2
24 | -2 | -6 | -2 | -16 | 2
25 | -60 | 0 | 1 | 0 | -2
26 | -186 | 15 | -1 | 0 | -3
27 | 18 | . | -2 | 0 | 3
28 | 14 | . | -2 | -25 | -1
29 | -63 | -2 | 21 | -2 | 1
30 | -11 | . | -2 | -4 | 3

Next section.
cpd | Molecule | AI-2 QS modul | KLF5 inh | HSF-1 act | PolyA inhibitor | HSP90 inh
31 | CC(C)c1ccc(/C=N/Nc2ccc(C(=O)O)cc2)cc1 | -12 | 32 | -91 | i | 61*
32 | OCCN1CCN(c2nc(NCc3ccco3)c3ccccc3n2)CC1 | 31 | 25 | 15 | i | 2
33 | CC(C)(C)OC(=O)N1CCN(C(=O)c2[nH]cnc2C(=O)N[C@@H](Cc2ccccc2)C(=O)OCc2ccccc2)CC1 | 26 | -4 | -17 | i | 0
34 | CC(=NC1CCCCC1)C1=C(O)c2ccccc2C1=O | 2 | -189 | 39 | i | 0
35 | COC(=O)C1C2CCC(C2)C1C(=O)OCC(=O)c1ccc(C)cc1 (stereo unspecified) | 17 | -12 | 11 | i | 2
36 | O=C(c1ccc(Cl)cc1)N1N=C(c2ccccn2)CC1(O)C(F)(F)F (stereo unspecified) | 16 | -6 | 11 | i | 2
37 | Cc1nnc2sc(-c3ccco3)nn12 | 17 | -42 | 25 | i | -1
38 | CCOC(=O)CCCNC(=O)COC(=O)c1cccc(C)c1O | 2 | 1 | 5 | i | 4
39 | COc1ccc(C(=O)NCCc2c[nH]c3ccccc23)cc1 | 10 | -140 | 38 | i | -8
40 | COc1ccc(S(=O)(=O)N(C)c2ccc(C(=O)N3CCN(C)CC3)cc2)cc1 | 12 | -13 | -9 | i | 3

cpd | aSyn UTR inh | IEC-6 tox | GSK3A inh | HSF1 inhib | GSK3beta inhib
31 | 85* | 0 | . | -90* | 0
32 | -15 | 4 | -5 | -11 | 1
33 | 6 | 1 | -3 | -5 | 0
34 | -121 | 2 | -2 | 21 | -1
35 | -30 | 1 | 0 | 4 | 4
36 | 69* | 15 | -2 | 3 | 2
37 | -1 | -2 | 6 | 1 | 1
38 | 5 | -1 | 2 | 0 | -5
39 | -184 | -3 | -1 | 17 | 0
40 | -13 | 1 | 1 | 4 | 2

Screen by screen, from the results shown:
Compounds 31 to 35 in HSP90 inh read 61*, 2, 0, 0, 2
Compounds 31 to 35 in aSyn UTR inh read 85*, -15, 6, -121, -30

The list continues:
cpd | Molecule | AI-2 QS modul | KLF5 inh | HSF-1 act | PolyA inhibitor | HSP90 inh
41 | COc1ccc(-c2csc(NC(=O)c3cc(-c4cccs4)nc4ccccc34)n2)c(OC)c1 | 37 | -40 | 9 | i | -2
42 | CC(NC(=O)c1ccc2c(c1)OCO2)C1CCCO1 (stereo unspecified) | 6 | -20 | 2 | i | -3
43 | COc1ccc(OC)c(NC(=O)Nc2cccnc2)c1 | 5 | -25 | . | . | -4
44 | Nc1cc(=O)[nH]c(SC/C=C/c2ccccc2)n1 | 14 | -39 | 24 | i | 1
45 | COc1ccc2c(Cl)c(-c3nnc4n3CCCCC4)sc2c1 | 11 | -36 | -10 | i | -4
46 | COC(=O)C1OC2(OC1C(=O)OC)c1ccccc1-c1ccccc12 (stereo unspecified) | 21 | -10 | 4 | i | -2
47 | COC(=O)COc1cccc2c(=O)n(CC(=O)N3CCCc4ccccc43)ccc12 | -2 | -35 | 31 | i | -2
48 | O=C(O)C1CC(=O)N(c2ccc(F)cc2)C1 (stereo unspecified) | 29 | -29 | -21 | i | -2
49 | COc1ccc(CNc2oc(Cc3cccc4ccccc34)nc2C#N)cc1 | 27 | -9 | 23 | i | 6
50 | Cc1cccc(NC(=O)N2C3CCCC2CC(NC(=O)C(C)(C)C)C3)c1 (stereo unspecified) | -13 | 17 | -4 | i | 0

cpd | aSyn UTR inh | IEC-6 tox | GSK3A inh | HSF1 inhib | GSK3beta inhib
41 | 10 | -4 | 2 | -9 | 6
42 | -11 | -3 | -2 | 3 | 6
43 | . | 3 | . | . | -7
44 | 0 | 8 | -1 | 11 | -2
45 | -7 | -4 | 2 | -15 | 6
46 | 5 | -7 | 0 | -2 | 1
47 | 2 | -7 | 2 | 3 | 2
48 | 15 | -1 | -2 | 1 | 2
49 | 16 | -5 | -3 | 4 | 1
50 | 15 | 5 | -1 | -2 | -3
